# Assay outcomes (PubChem BioAssay)
# FLuc inh counter – inhibits firefly luciferase, flagging false hits in luciferase inhibition screens. P08659. ATPLite firefly luciferase biochemical luminescence, 10 min. inhibition, % at 10 µM. hit rate 1.5% among 200,000. AID 1006;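 active = inhibition above about 50% when tested at 10 µM, limit read from the data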
# Target sequence (P08659 whole entry, looked up): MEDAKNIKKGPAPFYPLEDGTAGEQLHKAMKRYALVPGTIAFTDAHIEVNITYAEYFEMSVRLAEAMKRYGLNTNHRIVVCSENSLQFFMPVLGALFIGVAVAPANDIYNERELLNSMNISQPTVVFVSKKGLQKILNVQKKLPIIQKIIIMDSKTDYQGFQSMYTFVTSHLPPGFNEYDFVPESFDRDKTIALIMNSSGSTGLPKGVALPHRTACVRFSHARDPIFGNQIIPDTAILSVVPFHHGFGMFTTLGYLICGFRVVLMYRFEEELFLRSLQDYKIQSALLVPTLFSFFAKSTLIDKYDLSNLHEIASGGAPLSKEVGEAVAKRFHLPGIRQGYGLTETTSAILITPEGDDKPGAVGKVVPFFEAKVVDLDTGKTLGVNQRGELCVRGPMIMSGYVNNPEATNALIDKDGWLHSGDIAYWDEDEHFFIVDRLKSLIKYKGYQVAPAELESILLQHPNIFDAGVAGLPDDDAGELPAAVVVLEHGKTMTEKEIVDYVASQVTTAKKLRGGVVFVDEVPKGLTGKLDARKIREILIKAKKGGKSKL
# STAT3 act – STAT3 signaling activation; U3A cells, IL-6 STAT3-luciferase reporter, luminescence; 100% = signal with IL-6 EC80 alone; activation (% of control), % at 5.6 µM; hit rate 0.91% among 190,000; AID 871;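 active = activation above the screen-wide mean of compound activation plus 3 SD, cut at about 130% in these data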;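 note: 0% = background luminescence of wells with medium and substrate only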
#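 Material: STAT1-lacking human U3A cells, STAT3 luciferase reporter | Benchmarks: IL-6-only wells as 100% reference | Probe or stimulus: IL-6 (33 ng/mL) | Timing: Compound 1 h, then IL-6 6 h at 37 °C | Detection: Luminescence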
# STAT1 activator – activators of IFN-gamma induced STAT1 signaling; NIH 3T3 STAT1-luciferase reporter, luminescence; 100% = IFN-gamma alone, no compound; activation (% of control), % at 5.5 µM; hit rate 2.6% among 200,000; AID 932;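 active = activation above the screen-wide mean activation plus 3 SD, cut at about 130% in these data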;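 note: raw ratio to IFN-gamma control signal so 100% means no change and 0% no light; values of inactives mirror those of a sister screen read the other way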
# Hsp70 activator – transcriptional activators of Hsp70. activation, % at 10 µM. HeLa Hsp70 promoter luciferase reporter, luminescence; scaled: vehicle 0, proteasome-inhibitor control 100%. AID 1203. hit rate 0.04% among 200,000;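 active = activation above the mean across all tested compounds plus 3 SD, cutoff set per campaign, cut at about 5.5% in these data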;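 note: 100% = MG132 at 30 µM as the positive control and 0% = DMSO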
# STAT3 blocker – reduces IL-6 driven STAT3 reporter signal. inhibition, % at 5.5 µM. U3A cells, IL-6 STAT3-luciferase reporter, luminescence; host cell line lacks STAT1. hit rate 0.89% among 190,000;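 active = inhibition above the mean inhibition across all screened compounds plus 3 SD, cut at about 44% in these data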;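 note: 0% = DMSO only wells and 100% = 100 µM nifuroxazide control wells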
# APP 5UTR inh – APP translation inhibition. SH-SY5Y APP 5'UTR-luciferase reporter, luminescence. inhibition, % at 2 µM. hit rate 0.82% among 190,000. AID 1285;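 active = inhibition above a set limit, derived from the sample mean plus 3 SD, cut at about 45% in these data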; note: values of inactives mirror those of a sister screen read the other way
# APP 5'UTR act – activates APP 5'UTR luciferase reporter; hit rate 1% among 190,000; SH-SY5Y APP 5'UTR luciferase reporter, luminescence; zero percent = DMSO vehicle wells; activation, % at 2 µM;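 active = activation above a set limit, based on mean plus 3 SD of controls, cut at about 140% in these data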; note: values of inactives mirror those of a sister screen read the other way
# RAM network inh – blocks the yeast RAM network. inhibition, % at 50 µM. S. cerevisiae dse1pr::URA3 reporter, 5-FOA growth OD615, 2 d; analog-sensitive cbk1-as2 kinase mutant strain. hit rate 1.8% among 190,000;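 active = inhibition above a set limit, 3 SD over mean compound inhibition, cut at about 8.4% in these data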;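 note: 0% = DMSO-only wells with no growth and 100% = 10 µM 1-NA-PP1 full growth; inhibition rescues growth on 5-FOA so higher OD means more RAM inhibition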
# STAT1 blocker – STAT1 signaling inhibition; NIH 3T3 STAT1-luciferase reporter, IFN-gamma, luminescence; hit rate 0.35% among 200,000; inhibition, % at 5.5 µM; AID 920;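 active = inhibition above a set limit, the mean inhibition across all tested compounds plus 3 SD, cut at about 34% in these data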;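 note: 0% = IFN-gamma with DMSO and 100% = IFN-gamma with 300 µM nifuroxazide; values of inactives mirror those of a sister screen read the other way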
# NF-kB expr up – NF-kB expression increase, human neuronal cells. NF-kB reporter expression; active compounds read high. fold change at 12.5 µM. AID 1239. hit rate 1.6% among 190,000; in the data active = fold change above about 3.3
# * = called active by the depositor; x = no result given.
Molecule,FLuc inh counter,STAT3 act,STAT1 activator,Hsp70 activator,STAT3 blocker,APP 5UTR inh,APP 5'UTR act,RAM network inh,STAT1 blocker,NF-kB expr up
CCCn1nnc(NC(=O)c2ccco2)n1,-4.5,104.1,106.7,-0.3,-3.0,-2.8,2.8,1.3,-7.2,1.36
CN(C)c1ccc(C2CC(=O)OC3=C2C(=O)CC(C)(C)C3)cc1 (stereo not drawn),-4.9,94.6,98.3,-0.1,8.5,-6.3,6.3,0.1,2.4,1.36
Cc1ccc(-n2nc(C)c(NC(=O)CCl)c2C)cc1,-3.1,104.8,102.1,-0.3,-6.1,-22.3,22.3,0.2,-2.4,1.27
O=C(c1ccc(CS(=O)(=O)c2ccc(Br)cc2)o1)N1CCN(C2CCCCC2)CC1,-7.7,97.3,96.8,0.4,8.1,-0.8,0.8,2.7,3.5,1.07
Cc1cccc(OCCCn2c(=O)oc3ccccc32)c1,-1.9,90.9,112.7,0.2,16.7,-13.9,13.9,0.5,-15.0,1.39
CC(C)[C@@H]1NC(=O)c2cc([N+](=O)[O-])cc(I)c2NCCC[C@@H](C(N)=O)NC(=O)[C@H](CO)NC1=O,-3.4,99.6,95.1,-0.3,-2.4,7.0,-7.0,-0.3,5.4,1.14
CC1(C)Oc2ccccc2OC1(O)c1ccc2ccccc2n1 (stereo not drawn),-7.9,78.2,98.6,-0.3,28.8,6.6,-6.6,-0.4,1.5,0.85
Cc1ccc2nc(NC(=O)c3ccc(NS(=O)(=O)c4cccs4)cc3)sc2c1,4.7,96.4,118.3,-0.2,7.6,-32.2,32.2,6.2,-20.3,1.64
Cn1c(N)c(C(=O)COC(=O)CCCN2C(=O)c3ccccc3C2=O)c(=O)n(C)c1=O,-7.0,87.2,105.4,0.0,17.9,-18.2,18.2,-0.6,-6.5,1.09
CC(C)[C@H](NC(=O)Nc1ccccc1F)C(=O)O,-3.4,96.7,92.9,-0.1,4.1,-11.2,11.2,0.1,7.8,0.88
CC(C)C[C@H](NC(=O)OC(C)(C)C)C(=O)N1CCC(C(=O)O)CC1,-7.0,100.3,106.1,-0.6,3.8,10.9,-10.9,0.3,-6.7,1.09
C/C(Cl)=C\Cn1c(=O)c2c(nc3n2CCS3)n(C)c1=O,-6.0,95.1,104.6,0.1,8.2,5.0,-5.0,0.5,-4.9,1.27
O=C(Nc1ccc(F)cc1)c1ccc(Cn2cnnn2)cc1,-3.5,96.6,105.4,-0.2,11.3,-17.6,17.6,4.7,-6.1,1.28
O=[N+]([O-])c1ccc(NCCCNS(=O)(=O)c2ccccc2)c(Cl)c1,-3.1,93.9,93.0,-0.4,4.9,12.3,-12.3,5.5,7.8,0.67
Cc1ccc(-n2c(N)c(C(=O)NCc3cccnc3)sc2=S)cc1,-2.3,94.2,81.6,0.2,10.5,8.8,-8.8,0.7,20.1,0.89
CCOc1ccc2nc(N3C(=O)/C(=C/c4ccccc4)NC3=S)sc2c1,39.0,109.5,137.3*,0.0,-11.5,-36.9,36.9,1.8,-41.1,1.86
CCN(CC)S(=O)(=O)c1ccc(Cl)c(C(=O)NCc2ccco2)c1,-3.0,98.7,100.3,-0.2,3.8,-24.8,24.8,1.3,-2.2,1.08
CSc1ccc(S(=O)(=O)Nc2c(C)cccc2C)cc1,-3.4,99.2,101.6,-0.2,3.8,-17.2,17.2,5.3,-1.7,1.06
O=C(NC1CCCC1)c1c[nH]c2ccc(F)cc2c1=O,-4.9,102.2,104.0,-0.5,0.9,11.9,-11.9,0.0,-4.4,1.18
CCCS(=O)(=O)N1CCCC(C(=O)NCCCN2CCCC2=O)C1 (stereo not drawn),-3.7,103.5,99.0,0.0,2.0,x,x,1.1,1.1,1.01
Cn1c(=O)c2c(nc(N3CCCCC3)n2CCNC2=NCCC2)n(C)c1=O,-5.8,97.3,101.8,0.2,5.8,-4.5,4.5,1.8,-1.9,1.08
CCOc1cc(/C=C2\C(=O)ON=C2C)ccc1OCc1ccccc1,4.0,95.9,103.3,-0.3,7.4,15.2,-15.2,6.4,-3.7,1.1
COc1ccc(-c2[nH]n(-c3ccc([N+](=O)[O-])cc3)c(=O)c2C=NCc2ccc(F)cc2)cc1,-6.5,98.3,90.9,0.1,2.3,8.5,-8.5,4.9,10.2,1.15
CCN(CC)c1ccc(/C=N/NC(=S)NCc2ccco2)cc1,-5.5,108.8,102.4,-0.4,-6.1,-11.4,11.4,0.0,-2.7,0.79
COc1ccc(C(=O)NN/C(C)=C/C(=O)C(F)(F)C(F)(F)C(F)(F)F)cc1,-3.5,97.8,113.4,-0.3,6.0,-12.6,12.6,-1.4,-14.8,0.95
NC(=O)NC(=O)CSc1nc2sc(-c3ccccc3)cc2c(=O)n1-c1ccccc1,-8.8,83.5,112.7,0.0,23.7,16.8,-16.8,1.9,-14.0,0.76
CC(=O)Nc1ccc(S(=O)(=O)Nc2ccc3c(c2)C(=O)OC3)cc1,2.8,98.0,96.4,-0.1,6.8,-16.2,16.2,0.6,2.6,1.05
CC1CC(C)CN(c2cc(N(C)CCO)c([N+](=O)[O-])c3nonc23)C1 (stereo not drawn),-0.2,97.5,93.0,-0.3,4.9,-16.8,16.8,1.0,5.3,1.14
O=C(NC1CCCC1)C(c1ccsc1)N(Cc1ccccc1)C(=O)Cc1cccs1 (stereo not drawn),-3.2,108.1,97.9,-0.2,2.1,-12.8,12.8,7.0,2.4,0.52
O=C(O)CCCCCNc1nc2ncn(Cc3ccccc3)c2c(=O)[nH]1,2.1,98.5,99.8,-0.3,9.1,3.7,-3.7,1.3,0.2,0.96
CCc1cc2c(=O)c(Oc3ccccc3)c(C)oc2cc1O,-2.8,91.5,91.2,-0.3,15.3,-6.0,6.0,6.8,9.6,0.99
CC(=O)c1ccc(N2CCN(C(=O)c3cc4c(-c5ccccc5F)nn(C)c4s3)CC2)cc1,-6.8,88.2,102.8,-0.4,22.2,-5.9,5.9,5.2,-3.1,0.4
C=CCNC(=O)N1CCCC(C(=O)c2cccc(Cl)c2)C1 (stereo not drawn),2.2,99.8,104.7,0.5,4.6,6.2,-6.2,0.0,-6.9,1.25
Cc1ccc(C2CC(C(F)(F)F)n3nc(C(=O)NCc4ccco4)cc3N2)cc1 (stereo not drawn),-0.4,103.2,99.5,-0.7,3.6,7.5,-7.5,2.0,0.6,1.03
CC(C)(C)NC(=O)NC(=O)COc1ccc(Br)cc1Br,23.3,104.5,196.5*,-0.2,-6.8,-150.8,150.8*,5.8,-105.7,5.1*
COCCCn1c(SCC(=O)NC2CCCC2)nnc1-c1ccco1,-2.3,106.0,108.3,0.3,-1.7,4.4,-4.4,0.7,-9.2,1.01
Fc1ccc(NC(=S)NC2CCCCC2)c(F)c1F,1.7,74.0,86.3,-0.5,27.0,-4.0,4.0,-0.1,15.0,0.8
Cc1nc2cc(N3CCCCC3)c(NC(=O)c3ccncc3)cc2c(=O)n1Cc1ccccc1,-5.0,107.9,100.6,0.1,-9.2,-14.2,14.2,1.7,-0.7,1.2
[O-]C1=N/[N+](=C/c2ccc(Cl)cc2)CC1,1.5,96.2,96.8,-0.2,4.5,7.3,-7.3,0.0,3.1,1.43
COc1cc(NC(=O)CSc2nc(C)c(C)c(C)n2)c(C)cc1[N+](=O)[O-],-5.9,85.6,95.7,-0.4,12.6,5.3,-5.3,2.3,4.7,1.04
CCOC(=O)N1CCN(C(=O)CSc2ccc3nnc(CCNC(=O)c4ccccc4)n3n2)CC1,-9.3,98.9,98.4,-0.3,9.0,0.9,-0.9,1.4,0.4,0.91
CCOC(=O)C1(CCOc2ccccc2)CCN(Cc2nccn2CC)CC1,-4.5,111.0,91.2,0.0,-8.1,-3.8,3.8,-0.2,8.2,0.78
CCOC(=O)c1ccc(Cl)c(S(=O)(=O)N2CCCC2)c1,-8.1,104.2,97.8,0.0,1.6,4.2,-4.2,3.1,0.3,0.88
CC1(C)Oc2nc3ccccc3n2/C1=C\C#N,1.8,96.5,95.5,0.2,5.6,-2.0,2.0,1.8,4.0,1.04
O=C(Cn1nc(C(F)(F)F)c2c1CCC2)N1CCN(c2ccccc2)CC1,-0.1,102.1,103.0,-0.4,1.9,-9.9,9.9,2.9,-3.3,0.98
CCCn1c(C)cc(=O)c2cc(NC(=O)c3ccccn3)ccc21,-4.2,87.4,88.6,-0.5,16.8,15.3,-15.3,2.6,12.5,0.43
CN1CCN(C(=O)c2c(O)c3cccc4c3n(c2=O)CC4)CC1,-8.7,99.0,94.7,-0.1,5.5,-1.0,1.0,0.7,4.1,1.13
O=S(=O)(c1cc(Cl)cc(Cl)c1)N1CCCC1c1nc2ccccc2s1 (stereo not drawn),-1.0,89.9,93.4,0.0,15.2,-8.5,8.5,0.6,7.5,0.88
CSCSC1=C(C#N)C(c2ccccc2Cl)C(C(C)=O)=C(C)N1 (stereo not drawn),-6.6,96.5,91.1,-0.2,8.1,-11.8,11.8,6.4,9.8,0.9
CCOc1ncccc1C(=O)NCc1ccccc1F,-6.0,98.9,98.7,-0.3,6.1,-5.0,5.0,-0.1,-1.5,1.13
CC(=O)Nc1ccc(C(=O)NC(CC(=O)O)c2ccc(Cl)cc2)cc1 (stereo not drawn),-2.7,100.1,95.0,-0.3,6.8,21.6,-21.6,2.0,5.5,0.8
COc1ccccc1NC(C)=O,-4.0,105.4,99.6,-0.4,-2.0,13.5,-13.5,0.8,-1.3,1.39
C=CCc1ccccc1OCC(=O)OCCNC(=O)c1cccnc1,-3.8,101.7,102.5,-0.3,5.6,2.9,-2.9,0.6,-2.8,1.05
CCC(C)(C(=O)NC1CCCC1)N(C)C(=O)Cc1c[nH]c2ccccc12 (stereo not drawn),-3.5,113.6,97.3,0.8,-2.0,6.1,-6.1,1.8,2.2,1.04
N#C/C(C(=O)NCc1ccco1)=C1/SC(Cc2ccc(F)cc2)C(=O)N1c1ccccc1 (stereo not drawn),-7.1,96.4,92.6,-0.3,8.6,-1.8,1.8,5.2,6.3,1.08
O=C(O)/C=C/C(=O)Nc1ccc(F)cc1F,-2.2,94.0,91.6,-0.3,13.3,-2.1,2.1,1.2,9.3,0.94
O=C(CNC(=O)C12CC3CC(CC(C3)C1)C2)N1CCN(S(=O)(=O)/C=C/c2ccccc2)CC1,0.0,84.8,105.1,-0.3,21.7,-4.3,4.3,2.5,-5.6,0.95
Cc1snc(SCC(=O)c2ccc(F)cc2)c1C#N,0.2,89.3,115.7,0.0,20.1,-37.6,37.6,1.3,-16.5,2.48
O=C(O)c1cccc(N2C(=O)CSC2c2c(F)cccc2Cl)c1 (stereo not drawn),-11.4,99.1,93.7,-0.4,0.6,1.3,-1.3,0.1,6.9,0.88
